# ASK1 primary: ASK1 kinase inhibitors, primary screen, biochemical, AlphaScreen. Mitogen-activated protein kinase kinase kinase 5 (Homo sapiens), Q99683. AlphaScreen MKK6 phosphorylation by ASK1, luminescence. inhibition, % at 7.44 µM. 22,000 compounds, 0.99% hits; in the data active = inhibition above about 35%;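 also: 0% = median of compound wells and 100% = no enzyme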
# Target sequence (Q99683 whole entry, looked up): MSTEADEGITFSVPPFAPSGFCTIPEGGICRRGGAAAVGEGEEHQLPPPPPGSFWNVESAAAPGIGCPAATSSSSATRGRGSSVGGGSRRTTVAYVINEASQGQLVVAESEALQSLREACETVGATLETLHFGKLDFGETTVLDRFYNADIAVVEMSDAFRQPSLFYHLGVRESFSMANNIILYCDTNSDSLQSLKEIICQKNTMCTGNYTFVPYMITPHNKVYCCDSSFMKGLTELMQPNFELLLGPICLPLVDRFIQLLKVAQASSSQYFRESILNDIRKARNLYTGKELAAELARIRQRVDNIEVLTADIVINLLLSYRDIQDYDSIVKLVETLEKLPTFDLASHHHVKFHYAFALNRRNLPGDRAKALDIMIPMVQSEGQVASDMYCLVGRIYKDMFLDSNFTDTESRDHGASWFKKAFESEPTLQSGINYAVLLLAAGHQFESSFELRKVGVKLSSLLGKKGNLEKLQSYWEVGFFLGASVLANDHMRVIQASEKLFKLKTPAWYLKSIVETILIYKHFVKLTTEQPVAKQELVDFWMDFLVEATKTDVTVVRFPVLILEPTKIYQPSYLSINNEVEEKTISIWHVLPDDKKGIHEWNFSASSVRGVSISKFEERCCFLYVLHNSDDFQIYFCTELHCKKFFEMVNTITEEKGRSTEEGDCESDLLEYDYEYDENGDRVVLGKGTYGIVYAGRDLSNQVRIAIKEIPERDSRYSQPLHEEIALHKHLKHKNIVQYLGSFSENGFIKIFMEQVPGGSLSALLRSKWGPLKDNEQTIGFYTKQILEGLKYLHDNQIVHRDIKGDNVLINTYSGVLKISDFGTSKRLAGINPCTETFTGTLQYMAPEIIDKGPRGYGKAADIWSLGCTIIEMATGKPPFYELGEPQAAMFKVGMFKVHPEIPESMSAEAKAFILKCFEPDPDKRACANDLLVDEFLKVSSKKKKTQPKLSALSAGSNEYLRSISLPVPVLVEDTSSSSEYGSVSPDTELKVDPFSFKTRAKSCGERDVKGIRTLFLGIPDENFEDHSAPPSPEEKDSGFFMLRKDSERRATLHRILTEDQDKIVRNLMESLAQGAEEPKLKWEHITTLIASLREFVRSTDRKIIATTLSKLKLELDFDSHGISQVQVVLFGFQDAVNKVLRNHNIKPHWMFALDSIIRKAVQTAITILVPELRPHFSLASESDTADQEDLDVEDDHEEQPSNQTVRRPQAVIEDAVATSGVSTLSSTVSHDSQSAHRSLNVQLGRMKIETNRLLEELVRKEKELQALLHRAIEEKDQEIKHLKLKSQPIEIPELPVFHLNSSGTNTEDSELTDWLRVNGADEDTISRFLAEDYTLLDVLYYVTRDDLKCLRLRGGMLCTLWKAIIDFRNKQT
# ULK1 inh: ULK1 kinase inhibitors, primary screen, biochemical, AlphaScreen; Serine/threonine-protein kinase ULK1 (Homo sapiens), O75385; AlphaScreen Atg13 phosphorylation by ULK1, luminescence; inhibition, % at 5.96 µM; 30,000 compounds, 1.9% hits; AID 1259251, 2017; in the data active = inhibition above about 43%;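 also: 0% = median of compound wells and 100% = no enzyme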
# Starred values were filed as active, the others as inactive; nt = no result given. Compounds as they come (roughly 2.4% active in at least one column).
# The first four records as a preview:
SMILES | ULK1 inh | ASK1 primary
Cn1nccc1Nc1cccc(C(=O)NCc2cccnc2)n1 | 5 | 0
CCN(Cc1cccc(OC)c1)C(=O)Nc1ccc(-c2cn[nH]c2)cc1O[C@H]1CCN(C)C1 | -6 | -9
Cc1cnc(NC2CCN(Cc3ccccc3)CC2)nc1Nc1ccc2c(c1)OCO2 | 10 | 27
NC(Cc1ccccc1)c1nc2ccc(-c3cncc4ccccc34)cc2[nH]1 (centres undefined) | 57* | 4

# All compounds of this part (from the top)
SMILES | ULK1 inh | ASK1 primary
Cn1nccc1Nc1cccc(C(=O)NCc2cccnc2)n1 | 5 | 0
CCN(Cc1cccc(OC)c1)C(=O)Nc1ccc(-c2cn[nH]c2)cc1O[C@H]1CCN(C)C1 | -6 | -9
Cc1cnc(NC2CCN(Cc3ccccc3)CC2)nc1Nc1ccc2c(c1)OCO2 | 10 | 27
NC(Cc1ccccc1)c1nc2ccc(-c3cncc4ccccc34)cc2[nH]1 (centres undefined) | 57* | 4
CC(C)(C)c1ccc(S(=O)(=O)NCc2nc(-c3ccncc3)n[nH]2)cc1 | 3 | 11
CCOC(=O)C1(CC)OC1c1ccc(OC)cc1 (centres undefined) | -11 | nt
CNc1cc(Cl)nc(Oc2ccccc2C(=O)OC)n1 | 1 | nt
CC1=NN(C(N)=S)C(=O)C1N=Nc1ccccc1C (centres undefined) | 10 | nt
COc1cc(Nc2cc(N)ncn2)cc(OC)c1OC | 2 | -23
O=c1ccc(-c2cccs2)cn1Cc1ccc(F)cc1F | 19 | nt
CN(C)CCNC(=O)c1ccc(-n2ncc3cc(Nc4ccccc4Cl)ccc32)nc1 | -15 | -26
NC(=O)c1cnc(N2CCCC2CO)s1 (centres undefined) | 12 | -3
COc1cccc(CNC(=O)Nc2ccc(-c3cn[nH]c3)cc2SCCN(C)C)c1 | 15 | 12
Cn1cc(-c2nc(Nc3ccc(-n4cnc(N5CCC(O)CC5)n4)cc3)ncc2F)cn1 | 58* | -40
O=C(O)CCNC(=O)c1ccc(N=Nc2ccc(O)c(C(=O)O)c2)cc1 | 11 | nt
Nc1nc(N2CCN(Cc3ccc4c(c3)OCO4)CC2)nc2c1ncn2-c1ccccc1 | -4 | 4
Cc1nc(C)n(-c2ccc(Nc3nccc(-c4ccc5c(c4)OCO5)n3)cc2)n1 | 0 | -11
COc1ccc2c(c1)OCC(C(=O)Nc1cc(F)c(-c3cn[nH]c3)cc1OCCN(C)C)C2 (centres undefined) | -2 | 4
COc1cc(Nc2cc(C)nc(NCCN3CCOCC3)n2)cc(OC)c1OC | 7 | 2
CCn1cnc2cc(NC(=O)c3cccc(-n4cc(NC(=O)Cc5ccccc5)cn4)c3)ccc21 | -10 | -5
Nc1nc(NCc2nc3ccccc3[nH]2)cc(Nc2ccccn2)n1 | -9 | -24
CC(=O)Nc1ccc(Nc2nc(-c3ccc(C(N)=O)cc3)nc3c2ncn3-c2ccccc2)cc1 | -26 | -10
CCOc1ccc2nc3cc(N)ccc3c(N)c2c1 | 41 | nt
CCCNc1nc(-c2ccc(C(N)=O)cc2)nc2c1ncn2Cc1ccc(C(F)(F)F)cc1 | -16 | 9
COc1cccc(C(=O)c2oc3cc(N)ccc3c2C)c1 | -50 | nt
c1ccc(-n2cnc3c(NCCN4CCOCC4)nc(Nc4nccc5ccccc45)nc32)cc1 | 13 | -6
CC(C)n1cnc2c(NCCO)nc(Nc3ccc(N4CCOCC4)cc3)nc21 | 17 | 3
C[C@@H](O)[C@H]1C(=O)N2C(C(=O)O)=C(SCCN=CN)C[C@H]12 | -8 | nt
COc1ccc(CNC(=S)N/N=C/c2cccc(OC)c2OC)cc1 | -18 | nt
CC(C)CCn1c(N/N=C/c2ccc([N+](=O)[O-])cc2)nc2c1c(=O)[nH]c(=O)n2C | 7 | nt
c1nc2nc(NCCN3CCOCC3)nc(Nc3ccc(N4CCOCC4)cc3)c2[nH]1 | 6 | -10
CN1CCN(c2ccc(-c3ccc(C(=O)NCCN4CCOCC4)s3)cc2)CC1 | -1 | -2
O=c1[nH]c(C2CC2)nc2cc(-c3cnn(-c4ccc(Cl)cc4)c3)ccc12 | -11 | 8
CC(C)n1c(Nc2ccc(-n3ccnc3)cc2)nc2c(NCCCN3CCCC3=O)ncnc21 | -6 | 6
Cc1nc(C)n(-c2ccc(Nc3nccc(-c4cc(F)cc(-c5cn[nH]c5)c4)n3)cc2)n1 | 3 | 31
CCC(C)NC(=O)CN(c1ccc(C)cc1)S(=O)(=O)c1ccc(SC)cc1 (centres undefined) | -6 | nt
CC(C)n1cnc2c(NCCCN3CCOCC3)nc(Nc3ccc(N4CCOCC4)cc3)nc21 | -17 | 2
O=C(Nc1cnn(-c2ccccc2)c1)Nc1ccccc1Cl | -12 | 2
Cc1nc2ccc(-c3ccnc(Nc4cccc(C(=O)N5CCCC5)c4)n3)cc2c(=O)n1C | -10 | 3
O=C(O)c1cnn(-c2ccnc(Nc3ccc(N4CCOCC4)cc3)c2)c1 | 2 | 2
CC(=O)NNC(=S)NC(=O)c1ccc(C)cc1 | 4 | nt
Cn1c(Nc2cc(C(=O)NCCc3ccc(O)cc3)ccn2)nc2ccccc21 | 11 | 14
O=C(NCCCN1CCCC1=O)C1CCN(c2ccc(NCc3cccnc3)nn2)CC1 | -2 | 7
Cc1cccc2nc3c(c(=O)n12)CN(C(=O)Nc1ccccc1)CC3 | 9 | nt
Cc1cc(NC2CC2)nc(Nc2cccc(N(C)C)c2)n1 | -6 | 19
O=C1CCCN1CCCNc1nc(NCCOc2ccccc2)c2ncn(CCN3CCCC3=O)c2n1 | -44 | 4
CN1CCN(C(=O)c2cccnc2Nc2ccc3[nH]ncc3c2)CC1 | 9 | 1
O=C1OC(CN2CCOCC2)CN1/N=C/c1ccc([N+](=O)[O-])o1 (centres undefined) | 10 | nt
c1nc(NC2CC2)cc(N2CCN(Cc3ccc4c(c3)OCO4)CC2)n1 | 4 | -9
CC12CCC(=O)C=C1CCC1C2C(O)CC2(C)C1CCC2(O)C(=O)COC(=O)CCC1CCCC1 (centres undefined) | -3 | nt
COc1cc(Nc2nc(NCCc3ccc(O)cc3)c3ncn(C4CCCCC4)c3n2)cc(OC)c1OC | -1 | 2
O=C(Nc1ccc(N2CCOCC2)cc1)c1cnc(N2CCC(N3CCOCC3)CC2)s1 | 2 | 2
Cc1noc(C)c1-c1nc(NCCc2ccc(O)cc2)c2ncn(C(C)C)c2n1 | -9 | -8
Cc1cc(NC2CC2)nc(-c2cccs2)n1 | 4 | 6
COc1cc(Nc2nc(-c3csc4ccccc34)nc3c2ncn3Cc2ccc(C(F)(F)F)cc2)cc(OC)c1OC | -21 | 8
COc1ccc(-c2cncc(C(=O)NCCN(C(C)C)C(C)C)c2)cc1 | 2 | 3
FC(F)(F)c1cc(Nc2nccc(-c3cncc(N4CCOCC4)c3)n2)ccc1Cl | -3 | 9
C#C[C@]1(O)CCC2C3CCC4=CCCCC4C3CC[C@@]21C (some centres undefined) | -25 | nt
Cc1cnc(Nc2ccncn2)nc1NCCOc1ccccc1 | 1 | 4
Fc1ccc(CSc2nnc3n2CCN3c2ccc(F)cc2)cc1 | -3 | nt

# More structures follow.
SMILES | ULK1 inh | ASK1 primary
CN1CCN(c2ccc(-c3nc(NCCc4ccc(O)cc4)c4ncn(C5CCCCC5)c4n3)cc2)CC1 | -18 | 21
O=C(Nc1cc(-c2cccc(-c3ccccc3)c2)ccn1)C1CCOC1 (centres undefined) | -12 | -1
CC(=O)Nc1ccc(Nc2nc(-c3ccccc3)nc3c2ncn3CCN2CCCC2=O)cc1 | -14 | 8
O=C(NCc1cccc(C(F)(F)F)c1)c1ccc2nc(N3CCN(Cc4ccc5c(c4)OCO5)CC3)sc2c1 | -2 | 0
Cc1nn(C)c(C)c1-c1nccc(NCCO)n1 | -18 | -3
OCC1CCCN1c1nc(NCc2nc3ccccc3[nH]2)c2[nH]cnc2n1 (centres undefined) | 4 | 7
O=C(c1ccc2cncc(-c3cc4ccccc4o3)c2n1)N1CCOCC1 | -1 | nt
Cc1cc(NCc2ccccc2)nc(N2CCCC2CO)n1 (centres undefined) | -5 | -1
O=C1CCCN1CCn1cnc2c(NCCOc3ccccc3)nc(N3CCCC3CO)nc21 (centres undefined) | 5 | 12
COc1ccc(C(=O)c2oc3cc(NC(C)=O)ccc3c2C)cc1 | -12 | nt
c1ccc(Oc2cc(NC3CC3)ncn2)cc1 | 5 | -4
COc1ccc(C(O)C(=O)N2CCN(c3ccc4[nH]ncc4c3)CC2)cc1 (centres undefined) | 2 | -5

# Full records from above. Order of values: ULK1 inh, ASK1 primary
# CN1CCN(c2ccc(-c3nc(NCCc4ccc(O)cc4)c4ncn(C5CCCCC5)c4n3)cc2)CC1 is listed as -18, 21
# OCC1CCCN1c1nc(NCc2nc3ccccc3[nH]2)c2[nH]cnc2n1 (centres undefined) is listed as 4, 7
# c1ccc(Oc2cc(NC3CC3)ncn2)cc1 is listed as 5, -4
# O=C1CCCN1CCn1cnc2c(NCCOc3ccccc3)nc(N3CCCC3CO)nc21 (centres undefined) is listed as 5, 12

# (continued)
SMILES | ULK1 inh | ASK1 primary
Cc1cnc(Nc2cccc(N(C)C)c2)nc1NCc1cccnc1 | 15 | 16
Cc1ccccc1CNC(=O)c1n[nH]c2cc(-c3cn[nH]c3)ccc12 | 11 | 0
CN1C2CC(OC(=O)[C@H](CO)c3ccccc3)CC1C1OC12 (some centres undefined) | -4 | nt
N#CCc1cnn(-c2cccc(C(=O)Nc3ccc(N4CCOCC4)cc3)c2)c1 | -1 | 15
O=C(c1ccccc1)N1CCC(=O)N1c1ccccc1 | -34 | nt
Cn1c(=O)[nH]c(=O)c2c1nc(N1CCOCC1)n2CCN1CCCCC1 | 0 | nt
c1ccc(OCCNc2nc(Nc3nccc4ccccc34)nc3nc[nH]c23)cc1 | 6 | -5
CCCNc1cc(C)nc(-c2ccc(C(=O)N3CCN(C)CC3)cc2)n1 | 14 | -1
CCCCCNCC(N)=O | 5 | nt
c1ccc(-n2cnc3c(NC4CC4)nc(Nc4nccc5ccccc45)nc32)cc1 | -17 | -3
Cc1ccc(C(C)(C)c2ccc(C)cc2)cc1 | 0 | nt
CC(=O)c1cccc(-c2nc(C(=O)NCc3cccnc3)cs2)c1 | 4 | 15
O=C(NCCCN1CCCC1=O)c1cccc(-c2ccc(N3CCOCC3)nc2)c1 | 5 | -4
CN(C)c1cccc(Nc2nc(NCCCN3CCCC3=O)c3ncn(-c4ccccc4)c3n2)c1 | -11 | 7
COC(=O)c1cccc(-c2ccc(/C=N/N3C(=O)C4C5C=CC(C6CC56)C4C3=O)o2)c1 (centres undefined) | 5 | nt
COc1cc(NC(=O)c2cccc(-c3c(C)nn(C)c3C)n2)cc(OC)c1OC | -2 | -1
CCCNc1nc(Nc2cccnc2)nc(OC)n1 | 8 | -25
CC(C)N(CCNc1ccnc(-c2ccccc2)n1)C(C)C | 10 | -9
CC(C)n1cnc2c(NCc3nc4ccccc4[nH]3)nc(Nc3ccncc3)nc21 | 23 | -14
Cc1cc(NCCN2CCOCC2)nc(Nc2ccc(-n3ccnc3)cc2)n1 | -3 | -7
CCN(CC)C(=O)C1CCCN(c2nc(NCc3ccccc3)c3[nH]cnc3n2)C1 (centres undefined) | -4 | -8
O=C1CCCN1CCn1cnc2c(NCCO)nc(Nc3ccncn3)nc21 | 10 | 5
COc1cc(OC)nc(Oc2ccccc2/C=N/Nc2ccc(Cl)nn2)n1 | -5 | nt
C/C(CC(=O)NCc1ccco1)=N\NC(=O)c1ccc(Cl)cc1 | 3 | nt
CCCNc1nc(NC2CCN(Cc3ccccc3)CC2)ncc1C | -4 | -5
Cc1cc(N)nc(N2CCC(N3CCOCC3)CC2)n1 | 49* | 9
OC(Cn1cncn1)(Cn1cncn1)c1ccc(F)cc1F | -17 | nt
COCCCNC(=O)CN(c1cccc(Cl)c1)S(=O)(=O)c1ccccc1 | -1 | nt
Cc1nn(C)c(C)c1-c1ncc(C(=O)NCCCN2CCCC2=O)s1 | 9 | 2
OC1CCN(c2ccc(Nc3nccc(-c4cc(F)cc(N5CCOCC5)c4)n3)cc2)CC1 | 45* | 31
O=C(Cc1cn(-c2ccc(N3CCC(N4CCOCC4)CC3)nn2)c2ccccc12)NCc1nc2ccccc2[nH]1 | 7 | -6
COc1cccc(NC(=O)c2cccc(-n3cc(NC(=O)Nc4ccccc4Cl)cn3)c2)c1 | -2 | -19
FC(F)(F)c1cccc(CNc2cc(Nc3ccc(N4CCOCC4)cc3)ncn2)c1 | -31 | 2
O=C1CCCN1CCCNc1nc(Nc2ccccn2)nc2c1ncn2CCN1CCCC1=O | 38 | 21
NC(=O)c1ccc(-c2ncc(C(=O)NCCCN3CCCC3=O)s2)cc1 | 6 | 1
Fc1ccccc1Nc1ccc2c(cnn2-c2cccc(-c3ncn[nH]3)c2)c1 | -47 | 6
O=C(NC1CC1)c1ccc(-c2nc(NCCN3CCOCC3)c3ncn(C4CCCCC4)c3n2)cc1 | 1 | -1
O=C(NCc1ccccc1)c1ccc2nc(N3CCN(c4ccccn4)CC3)sc2c1 | -3 | -7
CS(=O)(=O)c1ccc2c(c1)CC(c1nc3ccc(-c4ccncc4)cc3[nH]1)CO2 (centres undefined) | 14 | 1
COc1cccc(CNC(=O)c2[nH]c3cc(-c4cn[nH]c4)ccc3c2CN2CC(N)C2)c1 | 12 | 0
FC(F)(F)Oc1ccc(-c2cnc(NCCCn3ccnc3)nc2)cc1 | 1 | nt
c1cc(-c2cc(N3CCC4(CC3)OCCO4)nc(-c3ccncc3)n2)ccn1 | 9 | nt
Cc1cc(N)nc(Cl)n1 | -1 | 2
CCOc1nc2cccc(C(=O)OC(C)OC(=O)OC3CCCCC3)c2n1Cc1ccc(-c2ccccc2-c2nn[nH]n2)cc1 (centres undefined) | 53* | nt
COCCn1c(-c2ccc3c(c2)OCO3)cnc1NCc1cccc(Br)c1 | -14 | nt
CC(C)n1c(-c2cccs2)nc2c(NCCO)ncnc21 | 7 | 2
O=C1c2cccc(O)c2CCN1Cc1ccc(Cl)cc1 | -6 | nt
